# High-throughput results from PubChem.
# NPY1 pot ag: NPY-Y1 receptor potentiators or agonists, primary screen, cell-based | Neuropeptide Y receptor type 1 (Homo sapiens), P25929 | NPY-Y1 expressing cells, potentiator/agonist activation | activation, % at 3.6 µM | 220,000 compounds, 0.37% hits | AID 1304, 2008; in the data active = activation above about 33%, passing the limit was not always enough;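 also: cells stimulated with NPY at EC10 then isoproterenol at EC100; 0% = low agonist plus stimulus and 100% = saturating agonist plus stimulus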
# Target sequence (P25929 whole entry, looked up): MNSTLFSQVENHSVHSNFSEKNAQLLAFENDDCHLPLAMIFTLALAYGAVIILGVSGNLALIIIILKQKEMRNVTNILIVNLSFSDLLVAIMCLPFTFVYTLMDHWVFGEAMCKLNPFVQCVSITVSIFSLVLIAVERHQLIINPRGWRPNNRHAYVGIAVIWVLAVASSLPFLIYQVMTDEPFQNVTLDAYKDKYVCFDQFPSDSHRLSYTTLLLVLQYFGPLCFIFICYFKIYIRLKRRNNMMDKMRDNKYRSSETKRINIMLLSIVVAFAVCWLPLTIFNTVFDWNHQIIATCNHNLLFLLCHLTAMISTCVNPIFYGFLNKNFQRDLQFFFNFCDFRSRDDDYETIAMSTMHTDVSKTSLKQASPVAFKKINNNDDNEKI
# S1P4 antag: S1P4 receptor antagonists, primary screen, cell-based; Sphingosine 1-phosphate receptor 4 (Homo sapiens), O95977; S1P4-expressing cells, antagonist mode, reporter read-out; inhibition, % at 4.98 µM; 220,000 compounds, 0.26% hits; AID 1510, 2009; in the data active = inhibition above about 29%;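 also: 0% = wells stimulated with agonist and 100% = vehicle wells without agonist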
# CHOP inhibitor: inhibitors of CHOP promoter induction, primary screen, cell-based, unfolded protein response, luciferase reporter; AID 2732, 2010; 220,000 compounds, 3.8% hits; inhibition, % at 10 µM; CHO-K1 CHOP-promoter luciferase, tunicamycin-induced, 15-18 h;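 active = compounds that reduced the stress-induced luciferase reporter signal by more than about 70% of percent inhibition, limit read from the data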;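 also: 0% = tunicamycin plus vehicle and 100% = wells without tunicamycin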
# BaF3 tox: parental Ba/F3 cell viability inhibition, counter-screen for JAK2V617F inhibitor project, murine pro-B, CellTiter-Glo luminescence. CellTiter-Glo ATP luminescence. inhibition, % at 5.6 µM. 220,000 compounds, 1.1% hits;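 active = inhibition above a per-campaign cutoff, the mean inhibition of all tested compounds plus 3 SD, cut at about 27% in these data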;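 also: 0% = DMSO wells and 100% = JAK Inhibitor I control wells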
# S1P4 ag: S1P4 receptor agonists, primary screen, cell-based; S1P4-expressing cell line, agonist reporter assay; 220,000 compounds, 0.35% hits; AID 1509, 2009; Sphingosine 1-phosphate receptor 4 (Homo sapiens), O95977; activation, % at 4.98 µM; in the data active = activation above about 11%;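 also: 0% = DMSO vehicle and 100% = reference agonist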
# Ba/F3 V617F tox: reduced viability of JAK2V617F-dependent Ba/F3 cells, primary screen, JAK2V617F inhibitor project, cell-based, Ba/F3 EpoR-JAK2V617F, luminescence. ATP luminescence. inhibition, % at 5.6 µM. 220,000 compounds, 1.1% hits. AID 1446, 2008;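 active = inhibition above the campaign mean plus 3 SD over all tested compounds, cut at about 24% in these data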;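 also: cytokine-independent growth of Ba/F3 cells driven by EpoR plus mutant JAK2; 0% = DMSO-treated cells and 100% = JAK inhibitor I control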
# NPY-Y2 PAM-ag: NPY-Y2 potentiators or agonists, primary screen, cell-based; 220,000 compounds, 0.45% hits; AID 1359, 2008; Neuropeptide Y receptor type 2 (Homo sapiens), P49146; activation, % at 3.6 µM; cells expressing NPY-Y2, potentiator/agonist read-out; in the data active = activation above about 27%;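 also: cells stimulated with NPY near EC25 plus isoproterenol at EC100; 0% = vehicle plus submaximal agonist and 100% = vehicle plus saturating agonist; some results beyond the cut were filed as inactive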
# Target sequence (P49146 whole entry, looked up): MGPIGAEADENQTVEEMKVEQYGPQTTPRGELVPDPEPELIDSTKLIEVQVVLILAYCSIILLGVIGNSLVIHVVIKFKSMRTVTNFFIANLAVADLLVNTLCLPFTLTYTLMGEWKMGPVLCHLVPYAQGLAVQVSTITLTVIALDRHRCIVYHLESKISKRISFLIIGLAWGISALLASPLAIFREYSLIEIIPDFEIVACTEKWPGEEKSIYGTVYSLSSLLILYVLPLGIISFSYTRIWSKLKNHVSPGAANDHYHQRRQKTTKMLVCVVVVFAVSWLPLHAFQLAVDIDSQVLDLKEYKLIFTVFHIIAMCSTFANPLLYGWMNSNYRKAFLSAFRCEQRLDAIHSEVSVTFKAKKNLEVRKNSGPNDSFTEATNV
# p47phox inh: p47phox/p22phox peptide binding inhibitors, primary screen, biochemical, uHTS, NADPH oxidase regulatory subunit; Neutrophil cytosol factor 1 (Homo sapiens), P14598; inhibition, % at 24.7 µM; fluorescence polarization, 2 h; 220,000 compounds, 0.53% hits;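 active = inhibition above about 30%, limit read from the data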;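 also: 0% = p47phox with labelled peptide and 100% = labelled peptide alone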
# NPY Y1 blocker: NPY-Y1 receptor antagonists, primary screen, cell-based | AID 1040, 2008 | 200,000 compounds, 1% hits | HEK293-CNG Y1 cells, membrane potential fluorescence; NPY at EC95, then isoproterenol | inhibition, % at 3.6 µM;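 active = inhibition above the campaign mean inhibition of all tested compounds plus 3 SD, cut at about 20% in these data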;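 also: 0% = DMSO wells given NPY plus isoproterenol and 100% = isoproterenol alone without NPY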
#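 Material: HEK293 Y1/CNG channel cell line; also added: NPY (25 nM), isoproterenol (1 µM), Ro 20-1724 (25 µM); doses: one concentration, 3.6 µM, in 0.4% DMSO; schedule: compound incubation 1 h at room temperature, readout 45 min post-stimulation; technique: membrane potential fluorescence; measure: fluorescence ratio normalized to % inhibition between controls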
# * hit, by the source's call; . = not tested or not shown. Rows are unselected; about 7.1% have a hit in one of these screens.
# Short keys: A = NPY1 pot ag; B = S1P4 antag; C = CHOP inhibitor; D = BaF3 tox; E = S1P4 ag; F = Ba/F3 V617F tox; G = NPY-Y2 PAM-ag; H = p47phox inh; I = NPY Y1 blocker
1	CCn1cc(Br)c(C(=O)Nc2ccc(Cl)cc2Cl)n1
  A = -53	B = 1	C = 44	D = 3	E = 1.4	F = 0	G = -18	H = -5	I = 7
2	O=C(Nc1nc2nccc(-c3ccccc3)n2n1)c1ccc(F)cc1
  A = -1	B = -25	C = 31	D = 7	E = -2.3	F = 2	G = -1	H = 8	I = 4
3	CC1CCCN(C(=O)C23CCC(C)(C(=O)C2)C3(C)C)C1 (centres undefined)
  A = -6	B = 5	C = -14	D = 0	E = -2.6	F = 0	G = 2	H = -54	I = 4
4	O=C(Nc1ccc2c(c1)CCC2)Nc1ccc2c(c1)OCO2
  A = 21	B = 9	C = 17	D = 3	E = -0.3	F = -4	G = 3	H = -1	I = 0
5	CN1CCC(=NNC(=O)CSc2ccc(Cl)cc2)CC1
  A = -1	B = -1	C = 19	D = 2	E = -1.3	F = 4	G = 0	H = -13	I = 2
6	Cc1ccc(NC(=S)NNC(=O)c2nn(C)cc2Cl)cc1
  A = -55	B = -20	C = -2	D = 7	E = 2.2	F = 4	G = -27	H = 3	I = 15
7	O=C(NCCc1c[nH]c2ccccc12)c1cc2ccccc2oc1=O
  A = 2	B = -12	C = -26	D = 0	E = 1.7	F = 3	G = -5	H = -12	I = 7
8	Cc1nc(N2CCN(C(=O)c3ccc(Cl)cc3)CC2)c(C#N)c2c1COC(C)(C)C2
  A = 0	B = -19	C = 28	D = 3	E = 3.0	F = -2	G = -11	H = 7	I = -6
9	COc1ccc(S(=O)(=O)Nc2cccc(SC)c2)cc1OC
  A = 15	B = -18	C = 22	D = 12	E = -3.2	F = 5	G = 0	H = -9	I = 5
10	O=[N+]([O-])c1ccc(/C=N/NC2=NS(=O)(=O)c3ccccc32)cc1
  A = 1	B = -11	C = 33	D = 8	E = 2.8	F = -1	G = -9	H = -8	I = -1
11	c1ccc2c(c1)[nH]c1c(N3CCC4(CC3)OCCO4)ncnc12
  A = -13	B = -24	C = 33	D = 3	E = 0.5	F = -1	G = 0	H = -14	I = 5
12	CCOC(=O)CSc1ncccn1
  A = -7	B = -16	C = 19	D = 1	E = -0.8	F = -3	G = -7	H = -5	I = -7
13	CC1CC1C(=O)OCC(=O)NCc1ccccc1Cl (centres undefined)
  A = 7	B = -20	C = -32	D = 1	E = -2.2	F = -3	G = 2	H = -10	I = 4
14	CC(=O)Nc1nc(C2COc3ccccc3O2)cs1 (centres undefined)
  A = 11	B = 1	C = 0	D = 6	E = 0.2	F = -1	G = -2	H = -10	I = 7
15	CN1CCN(CCC(=O)N2c3ccccc3Sc3ccc(Cl)cc32)CC1
  A = -11	B = -6	C = 12	D = 7	E = -1.2	F = 0	G = -6	H = -4	I = 6
16	COc1ccc(CCC(=O)NCCc2cn3c(C)csc3n2)cc1
  A = 0	B = -5	C = 16	D = -1	E = -0.3	F = -7	G = -6	H = 5	I = 4
17	CC1CN(S(=O)(=O)c2cccc(-c3csc(-c4ccccc4)n3)c2)CC(C)O1 (centres undefined)
  A = -4	B = -21	C = 42	D = 1	E = -0.4	F = -2	G = 11	H = -7	I = 0
18	Cc1cc(=O)oc2cc(NC(=S)NCc3cccnc3)ccc12
  A = 2	B = -9	C = 8	D = 5	E = 1.1	F = -1	G = 2	H = -3	I = -1
19	O=C(CCc1ccc(S(=O)(=O)NCCc2ccccc2)cc1)N1CCN(Cc2ccc3c(c2)OCO3)CC1
  A = 11	B = -7	C = 54	D = 3	E = -0.6	F = -1	G = -4	H = -8	I = -8
20	O=C(CSc1ncnc2nc[nH]c12)NCCc1ccccc1
  A = 3	B = 15	C = 34	D = 2	E = -2.9	F = -3	G = 3	H = -12	I = -1
21	O=C(NNS(=O)(=O)c1ccc(Cl)cc1)c1cccc(S(=O)(=O)N2CCOCC2)c1
  A = 2	B = -12	C = -1	D = -4	E = -0.2	F = 0	G = -11	H = -15	I = .
22	COc1ccc(Cl)cc1NC(=S)N1CCCC1
  A = -3	B = -5	C = 1	D = 4	E = -1.5	F = 4	G = -6	H = -9	I = 2
23	COC(=O)c1ccc(C(=O)O)nc1
  A = -9	B = -3	C = 12	D = -4	E = 0.5	F = 2	G = 3	H = 0	I = .
24	COCC(=O)Nc1cccc2ccccc12
  A = -25	B = -1	C = 20	D = 3	E = -1.1	F = -1	G = 2	H = -9	I = -7
25	COc1ccc(NC(=O)C(C)Oc2ccc(/C(C)=N\O)cc2)cc1 (centres undefined)
  A = 8	B = -2	C = 19	D = -2	E = 0.1	F = -1	G = -11	H = 1	I = 6
26	O=C1CCCN1CC(O)CS(=O)(=O)c1ccccc1 (centres undefined)
  A = -25	B = -5	C = -6	D = -3	E = -1.6	F = -4	G = -4	H = -7	I = 5
27	Cc1cc(NC(=O)c2cc(CC(C)C)on2)no1
  A = -8	B = 4	C = 8	D = 3	E = -0.2	F = -1	G = -5	H = -14	I = 1
28	Cc1ccc(-c2nc(CN3CCN(c4cnccn4)CC3)c(C)o2)o1
  A = 1	B = -12	C = 27	D = 7	E = 1.2	F = 0	G = -5	H = -3	I = 0

# Screen by screen, as entered above.
# NPY-Y2 PAM-ag, nos. 17 to 26: 11, 2, -4, 3, -11, -6, 3, 2, -11, -4

# In the list so far, 3 contain an NH in an aromatic ring.
# Short keys: A = NPY1 pot ag; B = S1P4 antag; C = CHOP inhibitor; D = BaF3 tox; E = S1P4 ag; F = Ba/F3 V617F tox; G = NPY-Y2 PAM-ag; H = p47phox inh; I = NPY Y1 blocker
7	O=C(NCCc1c[nH]c2ccccc12)c1cc2ccccc2oc1=O
  A = 2	B = -12	C = -26	D = 0	E = 1.7	F = 3	G = -5	H = -12	I = 7
11	c1ccc2c(c1)[nH]c1c(N3CCC4(CC3)OCCO4)ncnc12
  A = -13	B = -24	C = 33	D = 3	E = 0.5	F = -1	G = 0	H = -14	I = 5
20	O=C(CSc1ncnc2nc[nH]c12)NCCc1ccccc1
  A = 3	B = 15	C = 34	D = 2	E = -2.9	F = -3	G = 3	H = -12	I = -1

# An excerpt from above, reduced to NPY-Y2 PAM-ag and BaF3 tox:
no.	SMILES	NPY-Y2 PAM-ag	BaF3 tox
16	COc1ccc(CCC(=O)NCCc2cn3c(C)csc3n2)cc1	-6	-1
17	CC1CN(S(=O)(=O)c2cccc(-c3csc(-c4ccccc4)n3)c2)CC(C)O1 (centres undefined)	11	1
18	Cc1cc(=O)oc2cc(NC(=S)NCc3cccnc3)ccc12	2	5
19	O=C(CCc1ccc(S(=O)(=O)NCCc2ccccc2)cc1)N1CCN(Cc2ccc3c(c2)OCO3)CC1	-4	3

# Compound profiles, from the list above. Order of values: NPY1 pot ag, S1P4 antag, CHOP inhibitor, BaF3 tox, S1P4 ag, Ba/F3 V617F tox, NPY-Y2 PAM-ag, p47phox inh, NPY Y1 blocker
# Record of O=C(Nc1ccc2c(c1)CCC2)Nc1ccc2c(c1)OCO2 : 21, 9, 17, 3, -0.3, -4, 3, -1, 0
# Record of CC1CCCN(C(=O)C23CCC(C)(C(=O)C2)C3(C)C)C1 (centres undefined) : -6, 5, -14, 0, -2.6, 0, 2, -54, 4
